ALOX12 inh = ALOX12 (human) lipoxygenase inhibition; purified 12hLO, xylenol orange hydroperoxide absorbance; Potency, µM (top dose mostly 108 µM), for inactives: at the top dose activity change, negative = inhibition, usual class: inhibitors; 580,000 compounds, 1.1% hits; active means well fitted inhibition curve with a large enough effect; inconclusive means small, poorly fitted or top-dose-only effect, or another doubt; inactive means no such curve, though single readings can be large or run the other way
Target sequence (P18054 whole entry, looked up): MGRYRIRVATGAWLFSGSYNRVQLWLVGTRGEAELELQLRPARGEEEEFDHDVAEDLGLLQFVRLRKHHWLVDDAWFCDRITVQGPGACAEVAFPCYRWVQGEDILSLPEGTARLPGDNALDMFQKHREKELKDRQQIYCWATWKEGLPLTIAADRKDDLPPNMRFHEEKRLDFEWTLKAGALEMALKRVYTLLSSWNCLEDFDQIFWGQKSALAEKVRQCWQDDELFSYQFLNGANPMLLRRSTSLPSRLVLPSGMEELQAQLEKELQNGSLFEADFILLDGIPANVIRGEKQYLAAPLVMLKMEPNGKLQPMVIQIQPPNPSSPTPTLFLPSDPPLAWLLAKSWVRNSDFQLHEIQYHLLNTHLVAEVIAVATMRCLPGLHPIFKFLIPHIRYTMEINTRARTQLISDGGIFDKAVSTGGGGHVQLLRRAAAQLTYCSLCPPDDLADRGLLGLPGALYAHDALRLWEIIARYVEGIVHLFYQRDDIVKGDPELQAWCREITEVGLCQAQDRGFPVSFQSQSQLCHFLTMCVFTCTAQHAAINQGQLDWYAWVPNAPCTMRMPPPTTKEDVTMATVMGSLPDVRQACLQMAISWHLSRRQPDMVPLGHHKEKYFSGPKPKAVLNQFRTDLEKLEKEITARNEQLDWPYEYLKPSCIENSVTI
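Purified human 12hLO at 150 nM in 25 mM Hepes, 0.01% Triton X-100, pH 7.0, preincubated 15 min at room temperature with compound. Reaction started with 40 uM arachidonic acid, 30 min at room temperature. Hydroperoxide measured by Fe-xylenol orange, 573/405 nm absorbance ratio.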
Starred values were filed as active, the others as inactive; [ ] = dose if it differs, or a comment. On the % scale 0 is the no-effect control and ±100 the full control effect; potency means the concentration at half of the fitted maximal effect. Not all compounds are listed, so the mix of outcomes need not match the whole.

Preview:
What do the screens show for `CN1CC(=O)N(C2CCCNC2)Cc2c(NCC(C)(C)C)ncnc21` (centres undefined)?
ALOX12 inh: inconclusive

How did COc1ccc(-c2cc(N3CCCN(C(=O)c4ccccc4Cl)CC3)n[nH]2)cc1 do in these assays?
ALOX12 inh: 67%[activator]

Results for COC(=O)[C@@H]1CCCN1Cc1ccc2c(c1)CN(Cc1coc3ccccc3c1=O)CCO2 ?
ALOX12 inh: 8%

Results for CCCCC#Cc1ccccc1COC[B-](F)(F)F ?
ALOX12 inh: 104%

The whole of this part (from the top)
What do the screens show for `CN1CC(=O)N(C2CCCNC2)Cc2c(NCC(C)(C)C)ncnc21` (centres undefined)?
ALOX12 inh: inconclusive

How did COc1ccc(-c2cc(N3CCCN(C(=O)c4ccccc4Cl)CC3)n[nH]2)cc1 do in these assays?
ALOX12 inh: 67%[activator]

Results for COC(=O)[C@@H]1CCCN1Cc1ccc2c(c1)CN(Cc1coc3ccccc3c1=O)CCO2 ?
ALOX12 inh: 8%

Results for CCCCC#Cc1ccccc1COC[B-](F)(F)F ?
ALOX12 inh: 104%

What do the screens show for `CN1C[C@@H]2CCCN3CCC[C@@H]([C@H]23)[C@H]1CCCC(=O)NCCCN1CCc2ccccc2C1`?
ALOX12 inh: 91%[activator]

What do the screens show for `CN1CCN(C(=O)C(C)(C)Oc2nn(CC3CC3)c3ccc(CN4CCCC4)cc23)CC1`?
ALOX12 inh: 41%[activator][176 µM]

Results for O=C(COc1ccccc1Cl)N1CCCC(O)(CN2CCCC2)C1 (centres undefined) ?
ALOX12 inh: 94%[activator]

What do the screens show for `COc1ccc(C2(C(=O)NCCc3ncc(C)n3Cc3ccc(F)cc3)CC2)cc1`?
ALOX12 inh: 42%[activator]

What do the screens show for `Cc1ccc(-c2nccn3cc(C(=O)N4CCN(c5ncccn5)CC4)nc23)cc1`?
ALOX12 inh: inconclusive

Results for CCOC(=O)C1CCCN(C(=O)C2CC(c3ccc(OC)c(OC)c3)CN(C(=O)COC)C2)C1 (centres undefined) ?
ALOX12 inh: 2%

Next part, starting with the last 2 of the part before.
What do the screens show for `Cc1ccc(-c2nccn3cc(C(=O)N4CCN(c5ncccn5)CC4)nc23)cc1`?
ALOX12 inh: inconclusive

Results for CCOC(=O)C1CCCN(C(=O)C2CC(c3ccc(OC)c(OC)c3)CN(C(=O)COC)C2)C1 (centres undefined) ?
ALOX12 inh: 2%

Results for CC(=O)N[C@@H]1C[C@H](Cc2ccccc2)O[C@H](c2c(C)nc3sccn23)C1 ?
ALOX12 inh: 13%

How did COCCc1nncn1C1CCN(C(=O)c2cc(C)ccc2C)CC1 do in these assays?
ALOX12 inh: 25%

Results for O=C(c1ccc2ccccc2n1)N1CCC(N2CC3CC(C2)[C@H]2CCCC(=O)N2C3)CC1 (some centres undefined) ?
ALOX12 inh: 3%

What do the screens show for `S=C(Nc1cccc2ccccc12)N[C@H]1CO[C@H]2[C@@H]1OC[C@H]2OCc1ccccc1`?
ALOX12 inh: 63µM*

How did O=c1c2cc(-c3cccs3)nn2ccn1CC(O)c1ccccc1 (centres undefined) do in these assays?
ALOX12 inh: -3%

What do the screens show for `O=C1CCN(C(=O)[C@@H]2CCCN2Cc2ccc(F)cc2F)CCCCCCN1`?
ALOX12 inh: inconclusive

Results for CN(CC1(C)CCOCC1)C(=O)c1ccccn1 ?
ALOX12 inh: 51%[activator]

How did COC(=O)[C@@H](C)NC(=O)[C@H]1CN(S(=O)(=O)c2ccccc2)CCN1C(=O)NC1CCCCC1 do in these assays?
ALOX12 inh: 55%[activator]

What do the screens show for `Cc1cccc(-c2nocc2CCC(=O)NC2CCN(Cc3ccccc3)CC2)c1`?
ALOX12 inh: 39%[activator]

How did CCOC(=O)c1cccn1C1C(=O)N(Cc2ccc(C(F)(F)F)cc2)c2ccc(OC(F)(F)F)cc21 (centres undefined) do in these assays?
ALOX12 inh: -24%

What do the screens show for `COc1ccc(CN2CCCC3(CC(c4ccccc4)=NO3)C2)cc1` (centres undefined)?
ALOX12 inh: -17%[6.33 µM]

How did CCOCc1nc(C2CCCN2C(=O)Nc2ccsc2C(=O)OC)no1 (centres undefined) do in these assays?
ALOX12 inh: 52%[activator]

What do the screens show for `COCCC(=O)N1CCCN(CCc2ccccc2)c2ccccc21`?
ALOX12 inh: 5%

What do the screens show for `CN1OC(C)(CC(=O)NCc2ccccc2)N=C1c1ccccc1F` (centres undefined)?
ALOX12 inh: 5%

What do the screens show for `Cc1nc(C2CC2)ncc1C(=O)N1CCC2(CC1)NC(=O)CC2C(=O)O` (centres undefined)?
ALOX12 inh: 7%

Results for O=C(c1cc2ccccc2[nH]1)N1CCCN(c2cc(-c3ccccc3)[nH]n2)CC1 ?
ALOX12 inh: 39%[activator]

How did O=S(=O)(Cc1ccccc1)N1CCC(N2CC(OCC3CC3)C23CCOCC3)CC1 (centres undefined) do in these assays?
ALOX12 inh: 13%

Results for O=C1NCCCCCCN(S(=O)(=O)Cc2ccccc2)[C@H]2CCC[C@@H]12 ?
ALOX12 inh: 5%

Results for CC(C)N1C(=O)C2(CCCC2)C1C(=O)NCc1cccc(C(F)(F)F)c1 (centres undefined) ?
ALOX12 inh: -2%

Results for COc1cccc(CC(=O)N2CCN(C(=O)C(=O)c3ccc(OC)c(OC)c3)CC2)c1 ?
ALOX12 inh: -2%

What do the screens show for `COCCCN(CCC(=O)NCCOC)C(=O)c1cc(C)oc1C`?
ALOX12 inh: 27%

What do the screens show for `CC(C)CCNC(=O)c1cc(-c2ccncc2)cn1C`?
ALOX12 inh: 58%[activator]

What do the screens show for `CC(C)c1noc(-c2cccn3c(CNC(=O)c4cc(F)ccc4F)nnc23)n1`?
ALOX12 inh: 73%[activator]

How did O=C(NCCCn1cccn1)c1cccnc1N1CC2CC(C1)[C@H]1CCCC(=O)N1C2 (some centres undefined) do in these assays?
ALOX12 inh: -1%

What do the screens show for `CCn1c(C2CCCN(C(=O)Cc3c[nH]c(=O)n(C)c3=O)C2)nn(C)c1=O` (centres undefined)?
ALOX12 inh: 13%

What do the screens show for `Cc1nc2ccc(C(=O)NC(C(=O)O)c3c(C)n[nH]c3C)cc2[nH]1` (centres undefined)?
ALOX12 inh: 71%[activator]

How did CC(C)NC(=O)N1CCC(c2nnc3n2CCNC3)CC1 do in these assays?
ALOX12 inh: inconclusive

How did COC1CN(c2cccc(F)c2)C12CCN(C(=O)C1CCCCC1)CC2 (centres undefined) do in these assays?
ALOX12 inh: 24%

What do the screens show for `O=C(C1CCCC1)N1CCC2(CCCN(Cc3cccc(F)c3F)C2)C1` (centres undefined)?
ALOX12 inh: inconclusive

How did O=c1[nH]c(C2CCCN(Cc3ccccc3)C2)nc2ccc(F)cc12 (centres undefined) do in these assays?
ALOX12 inh: inconclusive

Results for CC1(C)CC(C(=O)N2CCOc3ccc(CN4CCC(Oc5cccnc5)CC4)cc3C2)CCO1 (centres undefined) ?
ALOX12 inh: 12%

What do the screens show for `COc1cccc(CN2CCOC3(CCN([S+](=O)([O-])c4cccnc4)CC3)C2=O)c1`?
ALOX12 inh: -22%[176 µM]

What do the screens show for `CC1=Nc2cc(C(=O)NC(C)c3ccccc3)ccc2Sc2ccccc21` (centres undefined)?
ALOX12 inh: -4%

What do the screens show for `O=C(c1ccccc1Cl)N1CCn2c(nn(-c3ccc(F)cc3)c2=O)C1`?
ALOX12 inh: 10%[176 µM]

Results for CC(C)CC(=O)N1CCc2[nH]nc(C(=O)NCCCc3ccccc3)c2C1 ?
ALOX12 inh: 1%

What do the screens show for `COc1ccc(C2Cn3nnc(C(=O)N4CCN(C(=O)c5ccccc5Cl)CC4)c3CO2)cc1` (centres undefined)?
ALOX12 inh: 32%

What do the screens show for `O=C(O)C[C@@H]1CCN(C(=O)C2CCCC2)C[C@@H]1CCN1CCN(c2ccccn2)CC1`?
ALOX12 inh: inconclusive

What do the screens show for `COc1ccccc1C(=O)N1CCC2(CC1)NC(=O)N(Cc1ccc(C)cc1)C2=O`?
ALOX12 inh: inconclusive

Results for NC(=O)[C@@H]1CN(C(=O)Cc2ccccc2)C[C@H]1COc1ccccc1 ?
ALOX12 inh: 5%

What do the screens show for `COc1ccc(N2C(=O)CSC23CCN(C(=O)CC(C)C)CC3)cc1`?
ALOX12 inh: 28%

How did O=C(NCc1ccccc1)[C@H]1CCCN1C(=O)[C@H]1CCCN1C(=O)c1cc(F)cc(F)c1 do in these assays?
ALOX12 inh: 2%

What do the screens show for `O=C(c1ccc(Cl)cc1)N1CCOCC12CCN(CCc1ccccc1)CC2`?
ALOX12 inh: -1%[176 µM]

Results for COCc1ccc(C(=O)N2CCC3(CC2)CC(c2ccccc2)C(=O)N(C)C3)o1 (centres undefined) ?
ALOX12 inh: 40%[activator]

What do the screens show for `CCN(CC)C(=O)C1=C(C)N=C2SC=C(CC(=O)NCc3ccccc3)N2C1c1ccccc1F` (centres undefined)?
ALOX12 inh: 39%

What do the screens show for `O=C(Nc1ccc2c(c1)OCCO2)N1CCC2(CC1)CC(N1CCCC1)CCO2` (centres undefined)?
ALOX12 inh: 108%[activator]

What do the screens show for `Cc1cc(C(=O)NCc2ccc(F)cc2)c2c(C3CCCNC3)noc2n1` (centres undefined)?
ALOX12 inh: inconclusive

Results for Cc1c(C(=O)N2CCN3C(=O)CNC(=O)C3C2)cnn1-c1ccccn1 (centres undefined) ?
ALOX12 inh: 15%

Results for COC(=O)C1CN(Cc2ccc(OC)cc2)CCS(=O)(=O)N1Cc1ccc(OC)cc1 (centres undefined) ?
ALOX12 inh: 10%

Results for O=C(NC1CCCCC1)N1CCc2c(nc(-c3ccncc3)[nH]c2=O)C1 ?
ALOX12 inh: 2%

How did CN(C)c1cc(N2CCCC(N)C2)ncn1 (centres undefined) do in these assays?
ALOX12 inh: inconclusive

How did COc1ccc(C(=O)N2C(C(=O)NCC(C)C)COC23CCN(C(=O)C2CCC2)CC3)cc1 (centres undefined) do in these assays?
ALOX12 inh: 56%[activator]

What do the screens show for `O=C(Nc1cccc(F)c1)N1CCCC(CN2CCOCC2)CC1` (centres undefined)?
ALOX12 inh: 31%[activator]

How did CC(=O)c1ccc(F)c(-c2cc(C)cc3c2OC(CNC(=O)c2cccnc2)C3)c1 (centres undefined) do in these assays?
ALOX12 inh: -8%

What do the screens show for `N#Cc1ccc(CN2CCCCCCNC(=O)[C@@H]3CCC[C@@H]32)cc1`?
ALOX12 inh: 164%[activator]

Results for CC(C)CNC(=O)c1cn(C2CCN(Cc3nc4ccccc4s3)CC2)nn1 ?
ALOX12 inh: 27%

How did Cc1cc(=O)n(CC(=O)N2CCN(c3ccc(F)cc3)CC2)c(-c2ccc(F)cc2)n1 do in these assays?
ALOX12 inh: 39%[activator]

How did CN(Cc1nccn1Cc1ccccc1)C(=O)CCc1ccc2c(c1)OCO2 do in these assays?
ALOX12 inh: 52%[activator]

How did CC1(COc2cccnc2)COc2ccc(C(=O)NC3CCC(O)CC3)cc2N1 (centres undefined) do in these assays?
ALOX12 inh: -7%[176 µM]

Results for CS(=O)(=O)N1C[C@H]2CCN(C(=O)c3ncccc3F)C[C@H]21 ?
ALOX12 inh: 4%

Results for O=C(CCC[C@@H]1[C@H]2CCCN3CCC[C@@H](CN1C(=O)c1ccccc1)[C@@H]23)NCCN1CCCCC1 ?
ALOX12 inh: 81%[activator]

Results for CCOC(=O)CCCOc1cccn2c(=O)c(-c3cc(C)n(-c4ccc(Cl)cc4)n3)c(C)nc12 ?
ALOX12 inh: inconclusive

Results for Cc1ccc2c(c1)SCC(=O)N2CC(=O)N(C)Cc1ccoc1 ?
ALOX12 inh: -3%

Results for CCO[C@H]1CN(Cc2cnc(SCc3ccccc3)nc2)C[C@@H]1O ?
ALOX12 inh: 20%

How did NCCn1cc(C(=O)NCc2cc3n(n2)CCN(C2CCCCC2)C3)nn1 do in these assays?
ALOX12 inh: 46%[activator]

How did CC(C)=CCC1(CO)CCCN(Cc2cscn2)C1 (centres undefined) do in these assays?
ALOX12 inh: 28%

How did CC(C)Nc1ccc2nnc(-c3ccc(F)cn3)n2n1 do in these assays?
ALOX12 inh: -1%[176 µM]

What do the screens show for `CC(C)Cc1nc2nccc(-c3ccc(F)cc3)n2n1`?
ALOX12 inh: 8%

What do the screens show for `COc1cc(-c2ccnc3nc(Cc4ccc(F)cc4)nn23)cc(OC)c1OC`?
ALOX12 inh: 18%

What do the screens show for `CSCC(=O)N1CC[C@H](NC(=O)NC(C)C)[C@H]1C(=O)N(C)CC(N)=O`?
ALOX12 inh: 12%[176 µM]

What do the screens show for `CC(O)CN1CC2(CCC1=O)CCN(S(=O)(=O)N1CCCC1)CC2` (centres undefined)?
ALOX12 inh: 21%

Pulled one by one from above (four):
How did NCCn1cc(C(=O)NCc2cc3n(n2)CCN(C2CCCCC2)C3)nn1 do in these assays?
ALOX12 inh: 46%[activator]

How did CC(C)Nc1ccc2nnc(-c3ccc(F)cn3)n2n1 do in these assays?
ALOX12 inh: -1%[176 µM]

Results for CCOC(=O)CCCOc1cccn2c(=O)c(-c3cc(C)n(-c4ccc(Cl)cc4)n3)c(C)nc12 ?
ALOX12 inh: inconclusive

What do the screens show for `CC(O)CN1CC2(CCC1=O)CCN(S(=O)(=O)N1CCCC1)CC2` (centres undefined)?
ALOX12 inh: 21%

(more compounds)
How did O=C(CC1CCCC1)N1CCC(Cc2nc(C3CC3)n[nH]2)C1 (centres undefined) do in these assays?
ALOX12 inh: 51%[activator]

What do the screens show for `CC(C)(C)c1ccc(C(=O)N2CCCC3(C2)NC(=O)N(Cc2ccccc2)C3=O)cc1` (centres undefined)?
ALOX12 inh: 4%

How did COc1ccc(C(=O)N[C@@H]2CN(Cc3ccccc3)C[C@H]2CO)cn1 do in these assays?
ALOX12 inh: 22%

What do the screens show for `COc1ccc(C(=O)NCCn2ccn3nc(-c4ccc(F)cc4)cc3c2=O)cn1`?
ALOX12 inh: 32%

What do the screens show for `Cc1noc(C)c1CCC(=O)N1C[C@@H](C)[C@@](C)(O)C1`?
ALOX12 inh: 47%[activator]

Results for O=C(CC1COCCN1)NCc1ccc(N2CCCC2=O)cc1 (centres undefined) ?
ALOX12 inh: 82%[activator]

Compound activity: PubChem, National Center for Advancing Translational Sciences (NCATS)
